Bioassay records as filed in PubChem BioAssay.
PTHR1 ag: activates the human parathyroid hormone receptor PTHR1. Potency, µM (highest dose often 115 µM), inactives show at the top dose activation, actives largely listed as activators. HEK293 GP2 PTHR1 cells, GloSensor cAMP luminescence, 1 h. 410,000 compounds, 0.075% hits. AID 743266. Q03431; note: potency is the fitted concentration of half-maximal effect; nearly all actives have a fitted effect of over 55% in size; some results filed as inactive show a strong effect at the top dose; inactives centre near -15; many of its hits are not listed in these tables
Target sequence (Q03431 whole entry, looked up): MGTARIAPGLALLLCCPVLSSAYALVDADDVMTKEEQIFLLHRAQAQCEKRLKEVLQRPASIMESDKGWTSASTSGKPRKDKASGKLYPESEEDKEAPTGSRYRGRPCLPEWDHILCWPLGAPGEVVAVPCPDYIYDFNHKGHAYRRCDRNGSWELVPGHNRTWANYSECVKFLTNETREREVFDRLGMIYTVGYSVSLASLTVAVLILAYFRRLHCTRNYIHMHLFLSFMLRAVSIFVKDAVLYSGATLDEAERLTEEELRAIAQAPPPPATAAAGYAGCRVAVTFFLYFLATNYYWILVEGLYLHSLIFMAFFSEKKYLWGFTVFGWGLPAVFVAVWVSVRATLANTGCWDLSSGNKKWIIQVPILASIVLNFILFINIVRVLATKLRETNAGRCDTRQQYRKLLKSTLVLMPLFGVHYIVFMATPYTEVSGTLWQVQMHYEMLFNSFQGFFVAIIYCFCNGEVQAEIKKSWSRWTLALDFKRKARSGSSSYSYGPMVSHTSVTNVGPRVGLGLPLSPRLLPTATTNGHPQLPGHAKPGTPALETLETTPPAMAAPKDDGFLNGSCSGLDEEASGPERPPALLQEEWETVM
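HEK-293-derived GP2 cells expressing PTHR1 and a GloSensor cAMP reporter, 3,000/well, plated overnight, given luciferin plus IBMX (each 0.5 mM as added) for 1 h at 37 °C, then compound for 1 h at 37 °C. Luminescence was read after 15 min at room temperature.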
TDP-43 yeast inh: rescues yeast growth from TDP-43 toxicity; TDP-43 expressing yeast growth rescue, BacTiter-Glo, 24 h; Potency, µM (titrated, usually from 46.1 µM), for inactives: at the highest dose growth rescue (activation), usual class: activators; 410,000 compounds, 1.8% hits; AID 652104; note: potency is the fitted concentration of half-maximal effect; % of control where 0% means no effect; nearly all actives have a fitted effect of over 50% in size
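Galactose-induced TDP-43 yeast, OD600=0.02, compound pinned; 24 hr, 30 deg C; BacTiter-Glo luminescence for growth. Inhibitors of TDP-43 toxicity read as activators.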
HEK293 tox: cytotoxic in the GLP-1 receptor inverse agonist counter-screen; HEK293 cAMP-luciferase reporter cells, luminescence, 24 h; AID 624418; 410,000 compounds, 0.13% hits; Potency, µM (top dose mostly 38.3 µM), without a hit: top-dose activity change, negative = inhibition, usual class: inhibitors;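 note: loss of luciferase light is scored as toxicity; potency is the fitted concentration of half-maximal effect; % is set by controls: 0 for no effect and ±100 for the full control effect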
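Seeding density was 200 cells/uL; after overnight-length (12 h) culture, 23 nL compounds went on for 24 h at 37 °C. Readout used a luciferase detection reagent, luminescence taken after 12 min at room temperature.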
Abeta rescue: A-beta toxicity reversal in yeast; yeast expressing A-beta42, growth rescue, OD600, 48 h; response scale: 0% DMSO, 100% iron-clioquinol control; Potency, µM (top dose mostly 46.1 µM), without a hit: at the highest dose growth rescue, hits mostly activators; 410,000 compounds, 0.063% hits; note: potency is the fitted concentration of half-maximal effect; nearly all actives have a fitted effect of over 55% in size
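Growth rescue measured by 600 nm absorbance after 48 h yeast culture at 30 C with compound. Values normalized between DMSO and an equimolar ferric chloride plus clioquinol control.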
Akt phos inh: blocks phosphorylation of Akt | Neuro2A IGF-stimulated pAkt S473 HTRF, 20 min; stronger effect = lower value | activity change, % for hits at 50 µM | 360,000 compounds, 0.32% hits; in the data active = activity change below about -80%; inconclusive = mostly about -51% to -80%; note: % is set by controls: 0 for no effect and ±100 for the full control effect
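Neuro2A cells (4,500/well, DMEM with 0.5% FBS) were treated with compound at a single 50 µM final concentration, stimulated with 6 nM IGF for 20 min at 37 °C, and lysed. Phospho-Akt Ser473 was read by HTRF as 665/615 ratio ×10^4.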
GLP1R inv ag: inverse agonists of human GLP-1 receptor; P43220; HEK293 GLP-1R CRE-luciferase, luminescence, 24 h; GLP-1R form is constitutively active; Potency, µM (series often up to 38.3 µM), inactives show at the highest dose activity change, negative = inhibition, actives largely listed as inhibitors; 410,000 compounds, 1.6% hits; note: potency is the fitted concentration of half-maximal effect; % is set by controls: 0 for no effect and ±100 for the full control effect; nearly all actives have a fitted effect of over 55% in size
Target sequence (P43220 whole entry, looked up): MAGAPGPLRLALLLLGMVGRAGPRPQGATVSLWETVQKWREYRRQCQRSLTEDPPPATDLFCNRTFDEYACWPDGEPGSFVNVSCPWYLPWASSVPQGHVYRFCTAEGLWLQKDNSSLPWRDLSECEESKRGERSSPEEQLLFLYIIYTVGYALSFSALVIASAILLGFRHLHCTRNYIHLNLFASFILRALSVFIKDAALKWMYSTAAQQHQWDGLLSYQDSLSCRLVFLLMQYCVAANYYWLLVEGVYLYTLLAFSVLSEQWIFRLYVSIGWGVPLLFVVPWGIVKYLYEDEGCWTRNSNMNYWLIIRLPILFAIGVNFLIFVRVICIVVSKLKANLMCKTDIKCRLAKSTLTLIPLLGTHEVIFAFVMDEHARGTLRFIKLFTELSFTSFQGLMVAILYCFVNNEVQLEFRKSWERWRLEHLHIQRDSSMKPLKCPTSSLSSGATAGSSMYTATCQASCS
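HEK293 cells stably co-expressing a cAMP-responsive luciferase reporter and constitutively active GLP-1R were seeded, incubated 12 h, then exposed to compounds for 24 h at 37 C. Luminescence was read 12 min after detection reagent; inverse agonists lower signal.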
Mm-Cpn inhibitor: M. maripaludis TRiC chaperonin inhibition; purified Mm-Cpn ATPase, ADP Transcreener TR-FRET; Potency, µM (titrated, usually from 76.9 µM), for the others: at the top dose activity, negative = inhibition, actives largely listed as inhibitors; 330,000 compounds, 0.031% hits; AID 504842; note: potency is the fitted concentration of half-maximal effect; % is set by controls: 0 for no effect and ±100 for the full control effect; nearly all actives have a fitted effect of over 80% in size
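Quantitative HTS used 25 nM Mm-CPN and 10 uM ATP in magnesium/KCl Tris buffer, pH 7.4, with 1 mM DTT. Hydrolysis ran 30 min at 37°C; ADP was read by HTRF.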
aSyn rescue: rescues yeast growth from alpha-synuclein toxicity; Yeast expressing alpha-synuclein, growth rescue, BacTiter-Glo, 24 h; 370,000 compounds, 0.14% hits; Potency, µM (series often up to 46.1 µM), inactives show at the highest dose growth rescue (activation), usual class: activators; note: potency is the fitted concentration of half-maximal effect; % of control where 0% means no effect; nearly all actives have a fitted effect of over 65% in size
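Rescue of yeast growth: cells expressing toxic alpha-synuclein, induced in galactose at OD600 0.02, incubated with compound 24 h at 30 C. ATP luminescence quantified growth; inhibitors of toxicity appear as activators.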
FUS suppressor: FUS proteinopathy suppression in yeast. S. cerevisiae FUS-expressing, growth rescue, OD600, 24 h. 390,000 compounds, 0.24% hits. Potency, µM (titrated, usually from 76.6 µM), inactives show at the top dose growth rescue (activation), hits mostly activators;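 note: potency is the fitted concentration of half-maximal effect; plate controls were DMSO vehicle for no effect and reference control for full effect; nearly all actives have a fitted effect of over 55% in size; some results filed as inactive show a strong effect at the top dose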
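S. cerevisiae expressing FUS from galactose induction served as the toxicity model. Growth after 24hr at 30C, read as absorbance at 600 nm, indicates suppression of toxicity; compounds dosed at several concentrations.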
* = called active by the depositor; i = inactive; u = inconclusive; x = no result given; & = joins results of further samples; [ ] = another dose, or the depositor's remark. Unless noted, calls come from the whole dose curve; as a rule, active = well fitted curve in the direction sought with a large enough effect; inconclusive = small, poorly fitted or top-dose-only effect, or another doubt; inactive = no such curve, though single readings can be large; an effect the other way counts as inactive or inconclusive. A portion of the library; the hit share may differ from the screen's.

SMILES	PTHR1 ag	TDP-43 yeast inh	HEK293 tox	Abeta rescue	Akt phos inh	GLP1R inv ag	Mm-Cpn inhibitor	aSyn rescue	FUS suppressor
COc1ccc(N2CCN(C(CNC(=O)C(=O)NCC3CCCO3)c3ccco3)CC2)cc1 (stereo not given)	-32%[inhibitor]	-12%	-6%	-9%	i	-4%	0%	-3%	x
CCN(CC)c1ccc(NC(=O)CSc2ccsc2[N+](=O)[O-])c(C)c1	i	29%	4%	4%	i	36%	0%	-5%	16%
CNc1ccc(-c2cc(OC)ccc2OC)cn1	i	11%	0%	-10%	i	6%	x	-1%	-9%
CCc1nn(C(C)C(=O)N2CC(C)CC(C)C2)c(=O)c2cc3occc3n12 (stereo not given)	i	16%	0%	-5%	i	43%	1%	2%	11%
Cn1c(N)c(C(=O)Nc2ccc3ccccc3c2)sc1=S	-10%[57.5 µM]	3%	-1%	9%	i	29%	1%	-2%	11%
CC(C)c1ccccc1NC(=S)NCc1nc2ccccc2[nH]1	-14%	4%	-3%	1%	i	u	0%	0%	14%
O=C(Cn1nc(C(=O)O)c2ccccc2c1=O)Nc1cccc(S(=O)(=O)N2CCCCCC2)c1	-40%[inhibitor]	3%	8%	0%	i	14%	-3%	4%	x
O=C(NCc1ccc(F)cc1)c1cc(C2CCCCN2C(=O)c2ccc(Cl)cc2)on1 (stereo not given)	-30%	17%	0%	-7%	i	u	x	6%	46%
O=C(COC(=O)c1ccccc1NC(=O)c1ccco1)NC1CC1	i	23%	5%	16%	i	3%	-1%	4%	-24%
COc1ccc(CC(=O)Nc2nnc(C(C)C)s2)cc1	i	-6%	16%	-13%	i	14%	-7%	-3%	-19%
COCCNC(=O)C(c1ccccc1C)N(CCOC)C(=O)Cn1nnc2ccccc21 (stereo not given)	i	4%	-6%	6%	i	5%	-1%	-2%	10%
COc1cc(SC)ccc1C(=O)NCCOc1ccc(F)cc1	i	-4%	3%	-43%[inhibitor]	i	13%	-3%	-17%	x
COc1ccc(NC(=O)C(NC(=O)/C=C\c2ccc3c(c2)OCO3)c2ccc(OC)cc2)cc1 (stereo not given)	27%	-7%	-4%	-15%	x	-22%	x	x	7%
O=C(Cc1c(F)cccc1Cl)N1CCN(C(=O)c2ccco2)CC1	i	-10%	7%	6%	i	0%	-1%	1%	10%
O=C(NC1CCCCC1)c1ccc(Cn2c(SCc3ccccc3)nc3cccnc32)cc1	i	-4%	-1%	-15%	x	-8%	x	x	-15%
COc1cc(NS(=O)(=O)c2c(C)oc3c(F)c(F)c(F)c(F)c23)cc(OC)c1OC	-13%	25%	-5%	-9%	i	u	-2%	2%	18%
COc1cc(/C=N/NC(=O)COc2c(C)cc([N+](=O)[O-])cc2C)ccc1OC(=O)c1ccccc1	i	18%	-4%	20%	i	-32%	-2%	8%	u
Cc1ccc(S(=O)(=O)N2CCN(C(=O)COC(=O)COc3ccc(Cl)c(C)c3)CC2)c(C)c1	14%	-13%	5%	-18%	i	u	x	-2%	x
Cc1ccc(C)c(-n2cc[nH]c2=S)c1	i	2%	-18%	-6%	i	1%	1%	-4%	-25%
CCOc1ccc(C(O)c2nccn2C)cc1 (stereo not given)	14%	-5%	-4%	-4%	i	9%	0%	0%	10%
CC(C)CC(=O)NCC1(N(C)C)CCCCC1	0%	-1%	0%	-5%	x	17%	x	x	-5%
N=c1n(CCCOc2ccc(Br)cc2)c2ccccc2n1CC(N)=O	-25%	-21%	u	-22%	i	u	2%	-5%	-3%
C[C@H]1CN=C(N(C)C)N1CCC1CCCC1	-10%	-24%	10%	0%	i	-13%	1%	0%	-27%
Cc1ccc(-n2nc3c(c2NC(=O)c2cccs2)CSC3)cc1	6%[57.5 µM]	-20%	5%	9%	i	-20%	-10%	-6%	2%
CCOCCCNC(=O)c1cc(-c2cccnc2)nc2ccc(S(=O)(=O)N3CCC(C)CC3)cc12	i	14%	3%	-3%	i	2%	2%	-2%	-5%
O=C(NNc1cccc(Cl)n1)Nc1ccccc1F	i	-5%	4%	-10%	i	6%	0%	1%	-9%
COc1cccc(NC(=O)CSc2nc3ccccc3c(=O)n2Cc2cccs2)c1	-19%	6%	-6%	3%	i	-19%	-2%	11%	x
COc1ccc(CNC(=O)C(C)n2nc(C)c3sc4ccccc4c3c2=O)cc1OC (stereo not given)	-15%	10%	-11%	-8%	x	10%	x	x	-9%
c1ccc(-c2nnc(CN3CCN(c4ccccc4)CC3)o2)cc1	-21%	24%&28%	1%&-12%	-1%&-5%	i	-13%&6%	-1%	-1%	-1%&-4%
Cc1cccn2c(=O)c(C=C(C#N)C#N)c(N3CCN(C)CC3)nc12	i	-10%[1.82 µM]	7%	5%	i	36%[activator]	1%	-2%	5%
Cc1ccc(C(CC(=O)N2CCCC2)c2ccccc2)c(O)c1 (stereo not given)	i	20%	-1%	19%	i	-25%	1%	9%	-16%
Cc1cc(C)c(S(=O)(=O)NCC(c2ccco2)N2CCOCC2)c(C)c1 (stereo not given)	i	-10%	1%	-15%	x	-32%	x	x	7%
CCc1cc2c(NC(Cc3ccccc3)C(=O)O)nc(C)nc2s1 (stereo not given)	i	-14%	-5%	-21%	i	-13%	-1%	-6%	-1%
Cc1cc(C)c(C)c(OCCN2CCOCC2)c1	i	15%	-23%	-4%	i	u	1%	8%	-28%
CN1N=C(C(=O)Nc2ccc3c(c2)CCC3)CCC1=O	-12%	-13%[0.397 µM]	-5%	-26%	i	20%	-3%	1%	3%
COc1cccc(NC(=S)NCc2ccccn2)c1	i	12%	-29%	5%	i	-15%	4%	1%	x
O=C(COC(=O)C1=Cc2ccccc2OC1)NCc1ccc(F)cc1	i	-3%	233%[activator]	6%	i	-5%	x	-4%	u
CCOCCCNC(=O)CCC(=O)NNc1nc2ccccc2c2nc(C)nn12	i	24%&22%	7%&4%	8%&-8%	i	7%&-9%	-8%	2%	5%&-24%
CN(C)c1c2ccccc2nc2c(F)c(F)c(F)c(F)c12	-33%[inhibitor]	u	290%[activator]	-45%[inhibitor]	i	u	-1%	-15%	-37%
CC(=O)N1CCc2cc(Br)cc(S(=O)(=O)N3CCN(C(=O)c4ccco4)CC3)c21	-7%[57.5 µM]	-13%	0%	-10%	i	-14%	-1%	-2%	22%
NC(=O)c1nsc(C(=O)N(CC(=O)NC2CCCC2)c2cccc(C(F)(F)F)c2)c1N	-28%	-6%	6%	-6%	i	0%	2%	-2%	9%
COc1cc(N2Cc3ccccc3C2)ccc1C=O	-15%	16%	-9%	-10%	i	u	-2%	9%	38%
COc1ccc(OC)c2c(C)cc(N3CCCCCC3)nc12	-26%	-36%[inhibitor]	u	4%	i	u	0%	0%	20%
CC(=O)COc1cccc2ccc(/C=C/c3ccc(Br)s3)nc12	-29%	u	40%[activator]	-45%[inhibitor]	i	u	0%	5%	22%
c1ccc2c(N3CCOCC3)nc(N3CCOCC3)nc2c1	i	4%	62%	-3%	i	22%	-1%	0%	3%
O=[N+]([O-])c1ccc(COc2ccc(-c3[nH]ncc3-c3ccccc3)c(O)c2)cc1	i	10%	7%	22%	i	u	1%	-5%	x
CC(=O)NS(=O)(=O)c1ccc(NC(=O)CCC2CCCC2)cc1	i	6%	-12%	17%	i	3%	-1%	0%	-3%
COc1ccc(O)c(C(=O)C2c3ccccc3C(=O)N2c2ccc(C)cc2)c1 (stereo not given)	i	17%	-20%	-2%	i	4%	-4%	4%	16%
CCOc1ncccc1C(=O)N1CCCSC1=Nc1ccccc1OC	i	-5%	-7%	-6%	i	-9%	-1%	3%	-34%
COc1ccc(CC(=O)Oc2ccc(C)cc2C)cc1	i	18%	-4%	-3%	i	7%	0%	-3%	-5%
O=C(Nc1ccc(Cl)cn1)c1cccnc1	-14%	14%	-15%	17%	i	1%	1%	9%	3%
CCOc1ccc(NC(=O)COC(=O)c2cc(C)oc2C)cc1	i	22%	-11%	3%	i	7%	-1%	-3%	x
O=C(Nc1cccc(OC(F)(F)F)c1)c1ccc(Br)o1	i	u	-13%	11%	i	-22%	-2%	-21%	17%
Fc1ccc(-c2csc(/C=C/c3ccc4c(c3)OCO4)n2)cc1	-12%	11%	1%	-12%	i	21%	-1%	-7%	-9%
Cc1cc(C(=O)N2CCN(c3ccccc3)CC2)c2c(C)nn(-c3cccc(F)c3)c2n1	i	9%[9.22 µM]	2%	5%	x	-2%	x	x	-2%

Four structures from above, ordered by molecular weight, rising.
SMILES	PTHR1 ag	TDP-43 yeast inh	HEK293 tox	Abeta rescue	Akt phos inh	GLP1R inv ag	Mm-Cpn inhibitor	aSyn rescue	FUS suppressor
Cn1c(N)c(C(=O)Nc2ccc3ccccc3c2)sc1=S	-10%[57.5 µM]	3%	-1%	9%	i	29%	1%	-2%	11%
O=C(Nc1cccc(OC(F)(F)F)c1)c1ccc(Br)o1	i	u	-13%	11%	i	-22%	-2%	-21%	17%
N=c1n(CCCOc2ccc(Br)cc2)c2ccccc2n1CC(N)=O	-25%	-21%	u	-22%	i	u	2%	-5%	-3%
COc1cccc(NC(=O)CSc2nc3ccccc3c(=O)n2Cc2cccs2)c1	-19%	6%	-6%	3%	i	-19%	-2%	11%	x
